M. tuberculosis GlmU: inhibition of mycobacterial GlmU enzyme – biochemical, glucosamine-1-phosphate acetyltransferase (AID 1376); M. tuberculosis GlmU acetyltransferase enzyme assay; higher % means a stronger effect; inhibition, %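 (tested at 30 µM in the primary screen)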, or IC50 in µM where a hit was titrated; actives 0.25% (n = 220,000); in the data active means inhibition above about 13%; inconclusive means no clear call, values can overlap the other calls;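 further: 0% = complete reaction with vehicle and 100% = reaction without substrate; strong numbers were not always called active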
RmlCD inh 1536: inhibitors of Mycobacterium tuberculosis RmlC and RmlD coupled enzymes. RmlC+RmlD coupled enzyme assay, percent inhibition; primary screen in compound mixtures. actives 0.03% (n = 160,000). P9WH09+P9WH11. inhibition, % at 3.6 µM; in the data active means inhibition mostly above about 34%, no sharp cut-off; inconclusive means no clear call, values can overlap the other calls; inactive means mostly below about 22%; further: some results filed as inactive read as strong as hits
Target sequence (P9WH09 whole entry, looked up): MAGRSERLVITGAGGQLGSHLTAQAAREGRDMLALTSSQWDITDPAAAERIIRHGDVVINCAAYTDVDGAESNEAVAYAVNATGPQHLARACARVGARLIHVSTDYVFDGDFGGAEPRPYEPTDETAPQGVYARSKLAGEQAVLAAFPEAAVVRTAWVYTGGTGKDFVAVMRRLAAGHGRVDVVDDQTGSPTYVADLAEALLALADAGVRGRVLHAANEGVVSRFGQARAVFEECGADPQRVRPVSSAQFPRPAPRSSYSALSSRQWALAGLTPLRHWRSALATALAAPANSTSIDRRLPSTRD
Target sequence (P9WH11 whole entry, looked up): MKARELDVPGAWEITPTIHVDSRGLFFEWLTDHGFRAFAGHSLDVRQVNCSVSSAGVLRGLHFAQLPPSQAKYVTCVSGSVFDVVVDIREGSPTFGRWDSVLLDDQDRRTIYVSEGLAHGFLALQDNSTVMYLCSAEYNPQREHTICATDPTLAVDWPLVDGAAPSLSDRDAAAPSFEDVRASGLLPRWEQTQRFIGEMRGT
* hit, by the source's call; ? = inconclusive; . = not tested or not shown.

Compound	M. tuberculosis GlmU	RmlCD inh 1536
O=C(NCC(c1cccnc1)N1CCN(c2ccccc2)CC1)C1CCCCC1 (configuration not stated)	2.9%	4
C=CCOc1ccc(C=Nc2ccc(C)c(Cl)c2)c(O)c1	0.0%	-8
CC(=O)C(C)Oc1ccc2c3c(c(=O)oc2c1)CCCCC3 (configuration not stated)	5.0%	-6
O=C(N(c1ccccn1)c1ccccn1)C12CC3CC(CC(Cl)(C3)C1)C2	-7.2%	13
COc1cccc(C(NC(=O)c2ccccc2F)NC(=O)c2ccccc2F)c1	1.5%	10
Cc1nn(C)cc1C(=O)Nc1c(C)nn(Cc2ccccc2Cl)c1C	8.1%	.
Cc1ncsc1CCOC(=O)c1ccc([N+](=O)[O-])cc1	-0.7%	9
COc1cccc(NC(=S)NCc2ccncc2)c1	0.9%	-7
COc1ccc(N(C(=O)c2cc3ccccc3oc2=O)C2C=CS(=O)(=O)C2)c(OC)c1 (configuration not stated)	-0.6%	.
Cc1ccc(/C(N)=N/OC(=O)CCC2CCCCC2)cc1	2.2%	10
Cc1ccc(S(=O)(=O)c2c(C(=O)c3ccccc3)cnc3cc4c(cc23)OCCO4)cc1	-0.9%	-3
COc1ccc(CN2CCC(C(=O)N3CCN(c4ccccc4F)CC3)CC2)cc1OC	3.6%	4
CCn1ccnc1CNC(=O)CC1C(=O)NCCN1CC(c1ccccc1)c1ccccc1 (configuration not stated)	-7.3%	-7
CC(C)(C)C1CCC2(CC1)C(Nc1cccc(C(F)(F)F)c1)=NC(=S)N2CC#N (configuration not stated)	1.5%	.
COc1cc(/C=N/Nc2ncnc3sc4c(c23)CCC4)ccc1O	1.2%	.
Cc1ccc(C2(c3noc(CN4CCC(C(=O)N5CCOCC5)CC4)n3)CCCC2)cc1	4.4%	8
COc1ccc(/C=C2\CCC(C3CCCC3)C2=O)cc1Cn1nc(C)cc1C (configuration not stated)	0.1%	-9
COC(=O)c1cn(NC(=O)c2cccnc2)c(=O)c2ccccc12	3.5%	.
Cc1nn(C)cc1/C=C(/C#N)C(N)=O	2.1%	.
NS(=O)(=O)c1ccc(NCC2COc3ccccc3O2)c([N+](=O)[O-])c1 (configuration not stated)	4.5%	10
O=c1nc(-c2ccccc2)cc(C(F)(F)F)[nH]1	2.2%	.
Cc1cccc(N(CC(=O)NC(C)(C)C)C(=O)CS(=O)CC(=O)Nc2ccc(F)cc2)c1 (configuration not stated)	6.9%	-9
S=C1NC2CCCCC2N1 (configuration not stated)	3.6%	-9
CCCCCCn1c(=O)c(C(=O)Nc2nc(CC(=O)OCC)cs2)c(O)c2ccccc21	2.0%	.
N#Cc1c(NC(=S)NC(=O)Cc2cccs2)sc2c1CCCCC2	.	-7

Grouped by structure: the compounds so far with four or more nitrogen atoms
Compound	M. tuberculosis GlmU	RmlCD inh 1536
O=C(NCC(c1cccnc1)N1CCN(c2ccccc2)CC1)C1CCCCC1 (configuration not stated)	2.9%	4
Cc1nn(C)cc1C(=O)Nc1c(C)nn(Cc2ccccc2Cl)c1C	8.1%	.
CCn1ccnc1CNC(=O)CC1C(=O)NCCN1CC(c1ccccc1)c1ccccc1 (configuration not stated)	-7.3%	-7
CC(C)(C)C1CCC2(CC1)C(Nc1cccc(C(F)(F)F)c1)=NC(=S)N2CC#N (configuration not stated)	1.5%	.
COc1cc(/C=N/Nc2ncnc3sc4c(c23)CCC4)ccc1O	1.2%	.
Cc1ccc(C2(c3noc(CN4CCC(C(=O)N5CCOCC5)CC4)n3)CCCC2)cc1	4.4%	8
Cc1nn(C)cc1/C=C(/C#N)C(N)=O	2.1%	.

Back to the main list with the 2 entries that preceded the break.
Compound	M. tuberculosis GlmU	RmlCD inh 1536
CCCCCCn1c(=O)c(C(=O)Nc2nc(CC(=O)OCC)cs2)c(O)c2ccccc21	2.0%	.
N#Cc1c(NC(=S)NC(=O)Cc2cccs2)sc2c1CCCCC2	.	-7
O=CN1CCN(c2ncnc3c2nnn3Cc2c(F)cccc2Cl)CC1	8.0%	-6
O=C(/C=C/c1ccc([N+](=O)[O-])cc1)NCCN1C(=O)S/C(=C\c2ccc(F)cc2)C1=O	-4.3%	.
CC(=O)Nc1cc(C(=O)NCCN2CCN(Cc3ccccc3)CC2)ccc1Sc1ccc(C)cc1	-8.9%	.
O=C1CC(N2CCN(c3nc4ccccc4s3)CC2)C(=O)N1c1cccc(F)c1 (configuration not stated)	5.0%	.
COc1ccc(-c2cc(C(F)(F)F)nc(-n3cncn3)n2)cc1	2.8%	6
COc1cc(NC(=O)CSc2nnc(NC(C)C)s2)cc(OC)c1OC	4.4%	-6
Cc1ccc2c(c1)nnn2C1CCN(CC(=O)Nc2ccc(F)cc2)CC1	-3.0%	.
COc1ccccc1CNC(=O)c1ccccc1N	3.1%	3
CC(=O)Nc1cc[n+](C(C)C(=O)c2ccc(Br)cc2)cc1 (configuration not stated)	-4.1%	8
CCCOc1ccc(C(=O)NC(=S)Nc2nc(C)c(C(=O)N(C)C)s2)cc1	-3.1%	39
CC(C)Nc1cc(N2CCCC2)ccc1[N+](=O)[O-]	-1.1%	.
O=C1Nc2ccccc2S/C1=C/c1cccs1	-0.8%	-1
CC(=O)NCCc1nc2ccccc2n1Cc1ccc(C)cc1	2.8%	.
O=C(Nc1ccc2c(c1)OCO2)c1cc2nc(C3CC3)cc(C(F)(F)F)n2n1	3.0%	.
CN1CCN(C(=O)C2=C[C@H](c3ccc4c(c3)OCO4)C[C@H](OCCCCO)O2)CC1	-3.5%	.
Cc1ccc(-c2nnn(CC(=O)N(c3ccccc3F)C(CC(C)C)C(=O)NCC3CCCO3)n2)cc1 (configuration not stated)	4.5%	9
O=C(NCCC(c1ccccc1)c1ccccc1)c1cccs1	4.1%	2
Cc1cc(=O)[nH]c(Nc2ccc(C(=O)OC(C)C)cc2)n1	6.9%	.
Cc1ccc(C)c(NS(=O)(=O)c2ccc(NC(=O)c3ccco3)cc2)c1	-3.9%	.
C=CCn1c(SCc2ccccc2)nnc1-c1cccnc1	-1.7%	6
CC(=O)Nc1ccc(NC(=O)c2ccccc2F)cc1	-4.8%	6
CN1CCN(C(=O)c2cn(C)c3ccc(S(=O)(=O)N(C)C4CCCCC4)cc3c2=O)CC1	0.1%	6
O=C(Cc1ccc(S(=O)(=O)N2CCCC2)s1)N1CCN(c2ccc(F)cc2)CC1	-3.5%	2
Cc1sc2ncnc(N/N=C/c3ccc(O)cc3)c2c1C	-0.4%	3
CC(C)(C)C(=O)COC(=O)c1cc2ccccc2cc1O	-2.4%	.
O=C1OC(Nc2ccc(Cl)cn2)c2ccccc21 (configuration not stated)	-3.4%	.
O=C(COC(=O)C1=Cc2ccccc2OC1)NC1CCCC1	-1.4%	-1
COc1ccc(NCc2nnc(SCC(=O)c3ccc(OC)cc3)n2C)cc1	-0.9%	.
Cc1ccc(Nc2nc(N)nc(CC#N)n2)cc1	-5.7%	2
CN(C(=O)c1ccc(OC2CCN(S(=O)(=O)N(C)C)CC2)cc1)C1CCCCC1	1.0%	.
CCO[C@@H]1OC(C(=O)O)=C[C@H](c2ccccc2)[C@H]1CCCO	-1.4%	.
O=C(CN1C(=O)C2CC=CCC2C1=O)NCC1COc2ccccc2O1 (configuration not stated)	1.2%	-7
CCn1cc(/C=N\NC(=O)c2ccc(F)cc2)cn1	-2.2%	28
CC(C)=CCN1CCN(Cc2nc(-c3ccc(F)cc3)cs2)CC1CCO (configuration not stated)	1.1%	-16
Cc1ccccc1CNC(=O)/C=C\C(=O)O	-3.2%	.
CCCN1CCC(=NNC(=O)CSc2cc(C)c(Br)cc2C)CC1	-0.5%	-3
COc1cc(C(c2oc(CO)cc(=O)c2O)c2oc(CO)cc(=O)c2O)cc(OC)c1OC	-1.0%	-8
Cc1c(O)cc2n(c1=O)-c1ccccc1C2(C)C	-2.6%	.
NC(=O)c1cc(S(=O)(=O)NC2CCCCC2)co1	-1.3%	.
O=C(OCC#CCSc1nnc(-c2cccc3ccccc23)o1)c1cccs1	3.2%	3
COC(=O)c1cc(OC)c(OC)cc1NC(=O)Cn1nnc(-c2ccccc2Cl)n1	7.4%	5
Cc1nc2ccccc2c(=O)n1NC(=O)c1ccccc1Cl	-3.7%	19
CCOC(=O)c1nn(C23CC4CC(CC(C4)C2)C3)c2c1C(=O)N(c1ccc(C)cc1)C2=O	-3.9%	8
Cc1cccc(OCC(=O)NNC(=O)C2CCCCC2C(=O)O)c1 (configuration not stated)	4.5%	-10
CCOC(=O)C1=C(O)C(=O)N(c2ccccc2)C1c1cccc([N+](=O)[O-])c1 (configuration not stated)	-2.0%	-3
CCOC(=O)c1c(C)n(C)c2ccc(OCC(O)CN3CCC(C)CC3)cc12 (configuration not stated)	-2.3%	-11
NC(=O)c1ccsc1NC(=O)COC(=O)Cc1cccc2ccccc12	-0.7%	.
Cc1ccnc(NS(=O)(=O)c2ccc(Cl)nc2)c1	.	-3
Cc1ccc(C)c(NS(=O)(=O)c2cc(Br)cnc2N)c1	-3.1%	-1
O=C(Nc1ccccc1)N1CCSCC1	-2.4%	9

Remaining list, next part.
Compound	M. tuberculosis GlmU	RmlCD inh 1536
OCCC1CN(Cc2ccc3nsnc3c2)CCN1C1CCCCC1 (configuration not stated)	1.1%	-13
CC(NC(=O)C1(C)CC1(Br)Br)C(C)(C)C (configuration not stated)	1.1%	2
O=C(CSc1nccc(=O)[nH]1)Nc1ccc(S(=O)(=O)N2CCOCC2)cc1	-1.8%	.
Cc1ccc2nc(NC(=O)c3ccc(S(=O)(=O)N4CCCc5ccccc54)cc3)sc2c1	-1.6%	4
Cc1cc(C)cc(N2C(=O)CC(Sc3ccccc3C(=O)O)C2=O)c1 (configuration not stated)	-0.3%	.
Cc1ccnc(SCc2cc(=O)c(OC(=O)c3cc([N+](=O)[O-])ccc3Cl)co2)n1	0.8%	3
Cc1ccc(CN2CCN(C/C=C/c3ccc(F)cc3)CC2CCO)o1 (configuration not stated)	-4.2%	7
CCOC(=O)c1ccc(S(=O)(=O)NCC(C)(C)N2CCOCC2)cc1	-1.6%	0
CNC(=O)CSc1cnc2ccccc2n1	1.4%	10
CC(=O)Nc1ccc(NC(=O)/C(Cl)=C/c2ccccc2)cc1	-0.6%	.
O=C(c1ccc(N2CCNCC2)cc1)c1cccnc1	4.1%	.
CCCCN1C(=O)/C(=C(/C#N)C(N)=O)c2ccccc21	0.9%	7
O=C(c1ccc(Cl)c(S(=O)(=O)Nc2ccc(F)cc2)c1)N1CCN(c2ccccn2)CC1	4.7%	14
C/C(=N\N=C1\NC(=O)C(CC(=O)Nc2ccc(C)c(Cl)c2)S1)C(C)C (configuration not stated)	0.2%	-10
Cc1ccc(S(=O)(=O)N(Cc2ccccc2)c2ccccc2C(=O)Nc2ccccc2C(=O)NCc2ccco2)cc1	0.1%	.
Cc1nn(C)c(Cl)c1CN1CCC(CO)(CCOc2ccccc2)CC1	1.1%	-10
Cc1n[nH]c(C)c1S(=O)(=O)N1CCC(C(=O)N2CCn3c2nc2ccccc23)CC1	5.4%	5
O=C(/C(=N\Nc1ccc(Br)cc1)Sc1nnnn1-c1ccccc1)c1ccccc1	4.3%	.
Cc1ccc2occ(-c3nn[nH]n3)c(=O)c2c1	-0.1%	3
CCN(CC)c1ccc(CNCCc2ccc(F)cc2)cc1	-3.2%	-7
N#Cc1nc(Cc2cccc3ccccc23)oc1N1CCCCC1	-4.2%	8
O=C(O)Cc1nc2nc3c(c(=O)n2[nH]1)CCCC3	4.2%	10
COC(=O)c1[nH]c2ccc(Cl)cc2c1NC(=O)Oc1ccccc1	0.2%	.
O=C(O)C1CSCN1S(=O)(=O)c1cccc2nsnc12 (configuration not stated)	5.8%	1
CCOc1ccc(CCNC(=O)CCCN2C(=O)c3ccccc3C2=O)cc1OCC	-5.8%	.
COc1ccc(N(CC(=O)NC2CCCC2)C(=O)Cn2nnc(-c3ccc(F)cc3)n2)cc1OC	3.1%	-5
CC(C)(C)CC(C)(C)NC(=O)c1ccc2snnc2c1	-1.3%	9
COCCNC(=O)C1CCC(Cn2c(=S)[nH]c3ccccc3c2=O)CC1 (configuration not stated)	3.1%	-17
S=c1[nH]nc(-c2cccnc2)o1	-5.4%	2
O=C(O)/C=C/C(=O)NCC1CCC(CNC(=O)/C=C/C(=O)O)CC1 (configuration not stated)	5.8%	?
CCOc1ccc(NC(=O)CSc2nnc(N)s2)c([N+](=O)[O-])c1	2.8%	6
Cc1ncc([N+](=O)[O-])n1Cc1ccc(Cl)cc1	7.7%	-10
Cc1oc(C(=O)Nc2ccc(C(=O)O)cc2)cc1COc1ccccc1	0.3%	-7
CC1CCCC(C2(O)C(=O)Nc3ccccc32)C1=O (configuration not stated)	3.9%	-4
Cc1cc(NC(=O)Nc2cc(F)ccc2F)no1	-7.1%	.
COC(=O)c1ccc2[nH]c(C)cc(=O)c2c1	-3.1%	4
Cc1ccc(CNC(=O)Cn2cccc2C(=O)c2ccccc2C)cc1	0.0%	-4
C/C=C/C=C/C(=O)N1CC2(CC(c3cccc(NC(=O)CCCCC)c3)=NO2)C[C@H]1C(N)=O (some centres not stated)	3.7%	.
COc1ccc2c(Cl)c(C(=O)NC3CCS(=O)(=O)C3)sc2c1 (configuration not stated)	2.5%	12
Oc1ccc(Br)cc1-c1cc(-c2ccccc2Cl)[nH]n1	1.3%	.

High-throughput results as filed in PubChem BioAssay.

An excerpt, so the mix of outcomes need not match the whole.
